# Screens deposited in PubChem BioAssay by The Scripps Research Institute Molecular Screening Center.
# TAAR1 agonist: agonists of human TAAR1; activation, % at 3 µM; 0.99% of 360,000 active; Q96RJ0; CHO RD-HGA16 TAAR1, Fluo-8 calcium fluorescence; vehicle wells 0%, saturating PEA agonist 100%;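 active means activation above the mean activation of all test compounds in the run plus 3 SD, cut at about 38% in these data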
#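 System: CHO RD-HGA16 cells carrying human TAAR1 plus Gα16; Incubation: 17-24 h seeding, 75 min 37 °C dye, 30 min RT; Measured by: Fluo-8 fluorescence, 5 s baseline then 140 s kinetic read; Control set: DMSO and PEA EC100; Replication: single well for each compound.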
# M1 antag: human CHRM1 antagonism; 1.3% of 360,000 active; inhibition, % at 3 µM; CHO-K1 hM1, Fluo-8 calcium fluorescence, ACh EC80 antagonist; P11229;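 active means percent inhibition above its own plate's cutoff, namely the mean of that plate's compound wells plus 3 SD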;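 further: peak over basal fluorescence ratio during 140 s after agonist addition; 0% = ACh EC80 plus DMSO and 100% = DMSO alone without agonist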
# V1R ag counter: V1a receptor agonism, counter-screen for OXTR agonists | activation, % at 3 µM | P37288 | 0.25% of 320,000 active | CHO-V1R cells, Fluo-8 calcium fluorescence, agonist mode; 0% DMSO, 100% 3 nM vasopressin;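 active means activation above the mean activation of all tested compounds plus 3 SD, per screening run, cut at about 20% in these data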;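 further: signal is peak over basal fluorescence ratio across a 100 second FLIPR read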
# Target sequence (P37288 whole entry, looked up): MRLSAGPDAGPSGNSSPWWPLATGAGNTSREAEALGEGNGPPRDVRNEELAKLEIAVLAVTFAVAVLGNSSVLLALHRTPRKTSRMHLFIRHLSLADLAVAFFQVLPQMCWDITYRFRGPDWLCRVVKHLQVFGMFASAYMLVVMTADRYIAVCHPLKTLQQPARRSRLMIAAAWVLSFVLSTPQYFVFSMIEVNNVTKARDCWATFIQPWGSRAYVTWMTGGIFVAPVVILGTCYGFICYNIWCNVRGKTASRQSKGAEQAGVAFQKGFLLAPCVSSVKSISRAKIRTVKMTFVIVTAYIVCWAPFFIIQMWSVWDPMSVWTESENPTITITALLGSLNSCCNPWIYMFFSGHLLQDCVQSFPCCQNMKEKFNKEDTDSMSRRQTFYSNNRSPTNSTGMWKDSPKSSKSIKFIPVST
# TAAR1 antag: antagonists of human TAAR1 | CHO RD-HGA16 TAAR1, Fluo-8 calcium fluorescence, antagonist | 1.5% of 360,000 active | inhibition, % at 3 µM | Q96RJ0;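 active means inhibition above a per-plate cutoff, the mean inhibition of test compounds on that plate plus 3 SD, cut at about 49% in these data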;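 further: 0% = DMSO plus EC80 beta-PEA response and 100% = DMSO alone without agonist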
#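 Test system: hTAAR1-expressing CHO RD-HGA16 cells, Gα16-coupled; Probe or stimulus: EC80 β-phenethylamine stimulus; Compound dosing: single nominal final test compound concentration of 3 µM; Timing: 140 s kinetic read after compound, 140 s after agonist; Signal: Fluo-8 calcium-sensitive fluorescence; Measure: % inhibition of agonist calcium response; Controls: DMSO and EC80 PEA controls.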
# OXTR agonist: human OXTR agonism. activation, % at 3 µM. CHO-OTR cells, Fluo-8 calcium fluorescence; normalized: DMSO 0%, oxytocin 100%. 0.32% of 320,000 active;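 active means activation above the mean of all tested compounds plus 3 SD, cutoff set per screening run, cut at about 20% in these data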;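 further: peak over basal fluorescence ratio from a 100 s FLIPR kinetic read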
# Target sequence (P30559 whole entry, looked up): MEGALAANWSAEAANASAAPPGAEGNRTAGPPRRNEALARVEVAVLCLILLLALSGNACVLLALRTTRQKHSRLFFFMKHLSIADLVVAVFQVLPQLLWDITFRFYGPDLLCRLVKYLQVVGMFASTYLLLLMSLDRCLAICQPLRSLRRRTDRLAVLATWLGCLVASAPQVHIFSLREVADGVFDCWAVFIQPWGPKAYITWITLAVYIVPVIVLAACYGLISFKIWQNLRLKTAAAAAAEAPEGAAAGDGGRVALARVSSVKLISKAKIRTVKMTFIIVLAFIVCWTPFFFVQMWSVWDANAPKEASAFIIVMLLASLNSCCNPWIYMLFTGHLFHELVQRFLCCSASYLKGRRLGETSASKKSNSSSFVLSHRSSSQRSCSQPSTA
# CHRM1 agonist: agonists of human M1 muscarinic receptor; P11229; CHO-K1 hM1, Fluo-8 calcium fluorescence, agonist mode; 0% DMSO, 100% acetylcholine EC100; activation, % at 3 µM; 0.33% of 360,000 active;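 active means activation above the run's mean compound activation plus 3 SD, cut at about 16% in these data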;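 further: peak over basal fluorescence ratio within a 140 s kinetic read after compound addition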
# CHO parental Ca: counter-screen: ATP calcium response change in parental CHO cells; parental CHO-K1, ATP-induced calcium, Fluo-8 fluorescence; inhibition, % at 5.6 µM; 0.63% of 330,000 active; AID 463079;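 active means inhibition above that plate's mean sample inhibition plus 3 SD, cut at about 26% in these data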;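 further: 0% = ATP-challenged DMSO wells and 100% = DMSO wells without ATP; some compounds past the cut are filed as inactive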
#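 Assay system: untransfected parental CHO cell line. Also added: ATP agonist challenge. Dosing: one dose, 5.6 µM nominal. Measured by: Fluo-8 fluorescence. Read-out: % inhibition. Benchmarks: ATP wells versus no-ATP DMSO wells. Repeats: no replicates.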
# M1 PAM: human CHRM1 positive allosteric modulation; 0.088% of 360,000 active; CHO-K1 hM1, Fluo-8 calcium fluorescence, ACh EC20; 0% = ACh EC20, 100% = maximal ACh; activation, % at 3 µM; AID 588819; P11229; in the data active means activation above about 19%, passing the limit was not always enough
# OXTR potentiate: potentiators of human oxytocin receptor. 0.061% of 320,000 active. activation, % at 3 µM. P30559. CHO-OTR cells, Fluo-8 calcium fluorescence, potentiator mode; 0% = oxytocin EC15, 100% = EC100;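 active means activation above that plate's cutoff, the mean activation of tested compounds plus 3 SD, cut at about 6.6% in these data, passing the limit was not always enough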;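 further: 100% uses oxytocin at 75 nM as the full agonist control; some results filed as inactive read as strong as hits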
#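 Replication – single well per compound, singlicate · Assay system – CHO cell line stably expressing human OTR · Timing – 6 min pre-incubation, 100 s read · Measure – normalized max/min fluorescence ratio, % activation · Doses – 3.0 µM, one dose · Detection – Fluo-8 calcium dye fluorescence · Probe or stimulus – oxytocin near EC15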
# * marks the source's active call; other numbers are inactive results; nt = not tested or not shown.
No.	structure	TAAR1 agonist	M1 antag	V1R ag counter	TAAR1 antag	OXTR agonist
1	CCOc1ccc2c(c1)c(=O)c(S(=O)(=O)c1ccc(C)cc1)cn2CC	-0.9	-4.0	7.9	-15.9	-0.5
2	COc1cc2cc(CCCOC(=O)c3ccco3)oc(=O)c2cc1OC	7.5	-7.4	-0.5	11.7	0.1
3	O=C(COc1ccccc1)NCCSCc1ccccc1Cl	2.6	-10.4	-1.5	7.6	-1.9
4	CCn1c(SCC(=O)NCC2CCCO2)nc2cc(S(=O)(=O)N3CCCCC3)ccc21 (stereo not drawn)	3.9	-6.4	0.2	-14.4	-0.6
5	Cc1ccccc1OCC(=O)Nc1cc(Cl)ccc1Oc1ccccc1	0.3	3.6	1.6	10.3	4.4
6	O=C(NCC(c1cccs1)N1CCOCC1)c1cc(Cl)ccc1[N+](=O)[O-] (stereo not drawn)	0.1	-3.1	0.3	-20.3	-0.4
7	Cc1oc(S(=O)(=O)N(C)C)cc1C(=O)Nc1ccc(Cl)cc1	27.2	-9.2	0.7	-7.0	0.4
8	COc1ccc(C(=O)NNC(=O)c2ccc(F)c(S(=O)(=O)N3CCOCC3)c2)cc1	3.2	-21.8	0.7	-14.3	1.5
9	Cc1ccc(OCC(O)CN2CCc3ccccc3C2)c(C)c1 (stereo not drawn)	27.8	-22.9	1.7	-35.6	0.8
10	O=C(Nc1ncc(Cc2ccc(SC(F)F)cc2)s1)c1ccc(OC(F)F)cc1	45.9*	15.7	24.6*	-0.9	23.2*
11	CCCCNC(=O)CN1C(=O)NC2(CCOc3ccccc32)C1=O (stereo not drawn)	-1.2	-9.5	-1.2	0.2	0.0
12	CC1=CCC(C(=O)O)C(C(=O)NC2CCCCC2)C1 (stereo not drawn)	-1.1	-6.2	0.6	1.0	0.0

No.	CHRM1 agonist	CHO parental Ca	M1 PAM	OXTR potentiate
1	-4.4	-22.7	0.9	2.8
2	-3.9	-18.1	9.7	-1.2
3	-2.1	-7.0	9.7	-7.3
4	-3.5	-12.7	6.7	0.5
5	-6.4	-34.9	-10.4	-18.6
6	-3.3	-10.2	-0.7	8.5
7	0.1	4.5	3.9	-6.2
8	0.6	-9.0	10.1	13.7*
9	-0.7	-28.6	15.8	-6.1
10	-0.3	23.4	-5.9	-7.7
11	-1.4	4.6	8.6	-1.6
12	-1.4	8.3	5.7	-2.9

# Quoted at random: three records from the list
No.	structure	TAAR1 agonist	M1 antag	V1R ag counter	TAAR1 antag	OXTR agonist
9	Cc1ccc(OCC(O)CN2CCc3ccccc3C2)c(C)c1 (stereo not drawn)	27.8	-22.9	1.7	-35.6	0.8
8	COc1ccc(C(=O)NNC(=O)c2ccc(F)c(S(=O)(=O)N3CCOCC3)c2)cc1	3.2	-21.8	0.7	-14.3	1.5
11	CCCCNC(=O)CN1C(=O)NC2(CCOc3ccccc32)C1=O (stereo not drawn)	-1.2	-9.5	-1.2	0.2	0.0

No.	CHRM1 agonist	CHO parental Ca	M1 PAM	OXTR potentiate
9	-0.7	-28.6	15.8	-6.1
8	0.6	-9.0	10.1	13.7*
11	-1.4	4.6	8.6	-1.6

# Further structures
No.	structure	TAAR1 agonist	M1 antag	V1R ag counter	TAAR1 antag	OXTR agonist
13	CCc1cccc(NC(=O)C2CCCN(S(=O)(=O)c3ccc4[nH]c(=O)ccc4c3)C2)c1 (stereo not drawn)	3.4	-15.3	1.0	-5.4	0.7
14	COc1ccc2c(c1)O/C(=C\c1ccccc1C)C2=O	5.4	7.3	0.2	-6.3	-1.9
15	C=C1CCN([C@@H](C)C(=O)NCc2ccc(Cl)cc2)S(=O)(=O)c2ccccc21	11.5	-6.4	1.5	23.4	2.5
16	Cc1nn(Cc2ccc(C(=O)N/N=C/c3ccncc3)o2)c(C)c1Cl	-0.4	-6.0	nt	13.9	nt
17	O=C(CCNC(=O)C1CCN(S(=O)(=O)c2ccccc2)CC1)NCc1ccccn1	2.0	-13.7	-0.3	-19.1	-0.1
18	O=C(Nc1nnc(Cc2ccc(Cl)cc2)s1)c1ccncc1	1.3	-9.8	-0.7	-28.9	0.0
19	CCOC(=O)[C@@H]1[C@H]2COc3cc(OC)ccc3[C@@H]2N2C(=O)N(c3cccc(C)c3)C(=O)[C@@]12C	1.8	-0.5	-1.0	1.7	-0.7
20	COC(=O)c1cc2ccc(OC)cc2c2cc(OC)c(OC)cc12	5.0	-5.0	0.3	29.7	-1.2
21	Cc1c(S(=O)(=O)N2CCN(c3ccccc3)CC2)c(=O)n(C)c(=O)n1C	0.5	-34.0	-1.1	-19.7	-0.2
22	COc1ccc(-c2nnc(SCC(=O)Nc3ccc4c(c3)OCCO4)n2N)cc1OC	3.9	-1.2	0.3	4.0	0.4
23	COc1ccc(CCNC(=O)CN2CCN(Cc3ccc(F)cc3)C2=O)cc1OC	2.5	6.5	-0.2	-2.5	0.1
24	Nc1nncn1C(=O)c1ccc(Cl)cc1Cl	4.1	-2.8	1.0	-33.5	-0.8

No.	CHRM1 agonist	CHO parental Ca	M1 PAM	OXTR potentiate
13	-3.5	-10.6	11.0	-4.4
14	-5.1	-20.5	-4.7	-6.9
15	-10.4	-26.6	2.4	-12.0
16	-5.6	nt	5.5	nt
17	0.0	10.6	13.6	-6.6
18	0.8	-6.8	7.8	-7.6
19	-1.3	-13.3	6.0	-12.3
20	-3.4	-13.8	-5.8	7.0
21	-2.8	-11.1	11.0	-4.2
22	-4.4	-17.2	5.7	-0.1
23	-2.6	-19.3	-1.6	-2.9
24	-2.1	7.1	4.1	0.3

# Remaining list, next part.
No.	structure	TAAR1 agonist	M1 antag	V1R ag counter	TAAR1 antag	OXTR agonist
25	O=[N+]([O-])c1cc(-c2ccc(/C=N/n3cnnc3)o2)ccc1Cl	-2.4	-17.0	-0.3	1.1	-1.1
26	Cc1ccc(S(=O)(=O)n2c3ccc(F)cc3c3nc(C)sc32)cc1	nt	nt	0.6	nt	-2.2
27	CC1CN(C(=S)Nc2ccc(Br)cc2)CC(C)O1 (stereo not drawn)	20.8	-10.3	1.7	-9.8	2.0
28	COc1cc(OC)c(OC)cc1CN1CCCC(C(=O)c2sccc2C)C1 (stereo not drawn)	0.7	-11.0	0.6	-27.9	2.4
29	O=C(NCC1CCCN1S(=O)(=O)c1cccs1)c1c(F)cccc1F (stereo not drawn)	1.2	-6.7	-0.1	-23.7	-0.2
30	COc1cccc2sc(N(CCCN(C)C)C(=O)C(c3ccccc3)c3ccccc3)nc12	32.7	8.0	3.9	26.2	15.3
31	COc1ccc(C(CC(=O)Nc2ccccc2OC)n2cccc2)cc1 (stereo not drawn)	9.5	20.4	1.6	37.0	-1.5
32	CC1=C(C(N)=O)C(c2ccc(Br)cc2)n2ncnc2N1 (stereo not drawn)	1.2	-17.7	0.0	-7.0	-0.1
33	C=CCn1c(SCC(=O)OC)nc2sc3c(c2c1=O)CCN(C)C3	nt	nt	0.2	nt	0.0
34	Fc1ccccc1-c1nc2nc3ccccc3nc2n1CC1CCCO1 (stereo not drawn)	6.6	-6.3	1.9	12.5	-1.4
35	Cc1cccc(C2Nc3ccccc3C(=O)N2NC(=O)c2ccc([N+](=O)[O-])cc2)n1 (stereo not drawn)	-1.1	-2.8	-1.0	9.7	1.3
36	O=C(COc1ccc(F)cc1)N1c2ccccc2CCc2ccccc21	9.9	-3.8	0.8	5.7	-1.6

No.	CHRM1 agonist	CHO parental Ca	M1 PAM	OXTR potentiate
25	-4.2	-0.7	12.0	-3.2
26	nt	-35.9	nt	-15.3
27	-0.4	0.0	3.1	-10.7
28	-8.0	-18.0	1.0	-1.6
29	-4.6	-19.7	4.5	-10.7
30	5.2	-4.7	1.2	-19.7
31	-1.8	-11.6	-10.4	-6.1
32	-0.3	-13.3	13.8	-10.7
33	nt	-10.8	nt	-9.2
34	-2.0	-17.8	2.8	-5.3
35	-6.1	2.0	3.1	-4.1
36	-9.2	-17.3	3.7	-13.4

# Additional structures
No.	structure	TAAR1 agonist	M1 antag	V1R ag counter	TAAR1 antag	OXTR agonist
37	O=C1C(NS(=O)(=O)c2cccs2)=C(N2CCN(c3cccc(C(F)(F)F)c3)CC2)C(=O)c2ccccc21	4.1	5.4	-0.9	11.7	-0.9
38	O=C(Nc1cccc(S(=O)(=O)N2CCCCC2)c1)C1CC(=O)N(Cc2ccccc2)C1 (stereo not drawn)	3.4	-10.0	1.4	6.2	-1.3
39	Nc1nc(N)nc(-c2ccccc2)n1	3.2	5.4	0.7	-2.9	0.5
40	O=C(Nc1ccc(N2CCOCC2)nc1)c1ccc(C(F)(F)F)cc1	1.1	-12.8	0.9	-10.8	1.8
41	C[C@@H]1COC(=O)[C@@H](NC(=O)OCC2c3ccccc3-c3ccccc32)C/C=C\C[C@@H](CC(=O)N(CCO)Cc2ccccc2)C(=O)N1	4.9	1.9	-0.9	1.8	-1.1
42	CCOc1cc(/C=C2\CN(C)C/C(=C\c3ccc(O)c(OCC)c3)C2=O)ccc1O	15.4	-14.0	5.4	17.3	3.3
43	CN1CCN(/N=C/c2ccc(Cl)c(Cl)c2)CC1	13.6	-2.6	6.9	-16.6	9.8
44	Cc1ccc(C)c(NC(=O)c2cc3ccccc3o2)c1	10.7	-12.8	nt	-23.3	nt
45	CC[C@@H](C)CN1C(=O)N[C@@H](CCc2ccccc2)C(C(C)=O)=C1C	2.9	13.8	-0.1	0.7	-1.0
46	O=[N+]([O-])c1cc(Cl)ccc1Sc1ccccn1	1.5	1.6	-0.2	0.8	-1.7
47	O=C(COC(=O)C1CC(=O)N(Cc2ccccc2)C1)Nc1ccc(Cl)cc1F (stereo not drawn)	3.5	-8.7	-0.1	-3.5	-0.3
48	Cc1ccccc1-c1nc(CN2CCC(C(=O)NCc3cccnc3)CC2)c(C)o1	4.6	-2.3	-0.4	-0.6	0.1

No.	CHRM1 agonist	CHO parental Ca	M1 PAM	OXTR potentiate
37	-1.6	-2.1	-0.1	-19.6
38	-4.0	-20.5	11.8	-8.5
39	1.2	-6.8	1.8	-4.4
40	-4.1	6.5	11.2	-5.8
41	-10.9	-16.4	-1.4	-1.4
42	1.2	-28.1	15.9	2.0
43	-2.4	-1.1	0.6	-9.2
44	-5.3	nt	5.2	nt
45	-3.3	-1.1	-6.7	-8.7
46	-7.8	-14.1	-0.9	4.6
47	-4.7	-8.2	7.5	-17.2
48	-5.4	-7.5	3.0	-3.5
